Screening data: PubChem, several laboratories
Rac1 GTP hydrolysis: MgcRacGAP GTPase-activating activity inhibitors, confirmation, biochemical, ADP Hunter fluorescence. AID 624330. inhibition, % at 30 µM, or IC50 in µM where a hit was titrated. MgcRacGAP-stimulated Rac1 GTP hydrolysis, ADP Hunter fluorescence; higher % means a stronger effect; GST-tagged Rac1 F28L mutant substrate. actives 0.6% (n = 340,000);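 active means first-screen hits whose inhibition reached a set limit at any dose in the follow-up dose series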;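 further: fluorescence reports GDP produced by GAP-driven GTP hydrolysis; strong numbers were not always called active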
NTR1 ag: agonists of NTR1, primary screen, imaging, U2OS cells, beta-arrestin-GFP, high content (AID 493036); P30989; NTR1-U2OS beta-arrestin-GFP spot imaging, agonist mode; activation, % at 20 µM; actives 0.17% (n = 330,000);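 active means activation at or above 40% of the spot to cytoplasm intensity ratio, with at least 20 cells analyzed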;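 further: 0% = DMSO without peptide and 100% = 100 nM NTR1 peptide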
Target sequence (P30989 whole entry, looked up): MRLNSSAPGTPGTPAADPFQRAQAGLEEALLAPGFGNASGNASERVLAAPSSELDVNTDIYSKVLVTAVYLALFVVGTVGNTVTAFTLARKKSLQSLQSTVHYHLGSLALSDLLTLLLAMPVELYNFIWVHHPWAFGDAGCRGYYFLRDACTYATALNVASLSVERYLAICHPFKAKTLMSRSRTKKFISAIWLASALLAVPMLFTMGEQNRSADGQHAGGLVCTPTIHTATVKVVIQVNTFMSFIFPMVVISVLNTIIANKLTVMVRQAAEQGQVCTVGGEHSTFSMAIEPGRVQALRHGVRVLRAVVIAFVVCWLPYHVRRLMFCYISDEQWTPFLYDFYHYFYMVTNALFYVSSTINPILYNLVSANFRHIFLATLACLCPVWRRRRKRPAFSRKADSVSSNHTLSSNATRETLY
K1F lysis inhibition: inhibition of K1F phage lysis, E. coli UTI89, bacterial capsule biogenesis inhibitors, alamar blue (AID 488966); E. coli UTI89 K1F phage lysis, alamar blue, 2 h; higher % means a stronger effect; inhibition, % at 100 µM; hits with a dose series show IC50 in µM; actives 0.02% (n = 340,000);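 active means phage lysis inhibition, versus mean bacterial control, above a set limit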;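 further: capsule biogenesis inhibitors block K1F phage lysis so surviving cells raise fluorescence; higher fluorescence means more inhibition of phage lysis; actives were called in the ten point dose series up to 300 µM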
NTR1 ag cell count 20 µM: second read-out of NTR1 ag, no call of its own (marks repeat the call); cell count; measured here: cell count, cytotoxicity flag
* = called active by the depositor; [ ] = remark or other dose. These rows are one share of the data; rates above refer to the full screens.

Under each structure: Rac1 GTP hydrolysis	NTR1 ag	NTR1 ag cell count 20 µM	K1F lysis inhibition
> CC(C)Oc1ccc(S(=O)(=O)N2CCOCC2)cc1NC(=O)C1=COCCO1
    3.2%	-1.8	58	-1.3%
> Cc1cccc(-n2c(SCC(=O)c3c(N)n(C4CC4)c(=O)[nH]c3=O)nnc2N2CCOCC2)c1
    4.7%	6.3	53	0.2%[50 µM]
> O=C(CN1C(=O)NC2(CCCCC2)C1=O)N1CCN(S(=O)(=O)c2ccc(F)cc2)CC1
    9.8%	1.1	54	1.4%[50 µM]
> Cc1cc(Br)cc(Br)c1OCC(=O)NNC(=O)Nc1ccccc1
    -5.2%	-1.0	56	-1.2%
> O=C1CC(NS(=O)(=O)c2ccc([N+](=O)[O-])cc2)CN1c1ccc2c(c1)OCCO2 (stereo not given)
    3.1%	1.8	49	0.2%[50 µM]
> Cc1ccc(C)c(N/C=C(\C#N)c2nc3ccccc3o2)c1
    1.2%	3.8	56	0.1%
> Cc1cnc(C(=O)OCC(=O)Nc2ccccc2-c2ccccc2)cn1
    -0.8%	-1.8	97	0.3%[50 µM]
> CCOC(=O)C1=C(COC(=O)/C=C/c2ccc([N+](=O)[O-])cc2)NC(=O)NC1C (stereo not given)
    -2.1%	2.3	51	-0.1%[50 µM]
> COc1cc(/C=C/C(=O)OCC(=O)Nc2cc(S(=O)(=O)N3CCOCC3)ccc2Cl)cc(OC)c1OC
    9.9%	4.3	57	1.0%
> COc1ccc(NC(=O)Nc2cccc3c2O[C@H](CN(C)C(=O)Nc2ccc(C(F)(F)F)cc2)[C@@H](C)CN([C@H](C)CO)C3=O)cc1
    4.9%	1.2	69	5.0%
> CC(C)CN(C(=O)c1ccc(Br)o1)C1CCS(=O)(=O)C1 (stereo not given)
    -1.2%	-0.2	59	0.6%[50 µM]
> CC(C)NC(=O)Nc1ccc2c(c1)C(=O)N([C@H](C)CO)C[C@H](C)[C@@H](CN(C)S(=O)(=O)c1ccccc1)O2
    4.6%	-3.0	50	1.0%
> C/C=C(/C)C(=O)O[C@@H]([C@H](O)c1cc2ccc(=O)oc2cc1OC)C(C)(C)O[C@@H]1O[C@H](CO)[C@@H](O)[C@H](O)[C@H]1O
    6.0%	-2.3	44	3.6%
> COc1cc(/C=C/C(=O)OCC(=O)NC(=O)NC2CCCCC2C)ccc1OC(F)F (stereo not given)
    6.2%	11.2	46	0.5%[50 µM]
> C=CC[C@H](CC(=O)N[C@H](CO)Cc1ccccc1)C(=O)N[C@@H](COC(=O)[C@H](CC=C)CC(=O)OC(C)(C)C)Cc1c[nH]c2ccccc12
    6.5%	14.0	61	-0.8%

In another format: 5 of the compounds above.
Molecule,Rac1 GTP hydrolysis,NTR1 ag,NTR1 ag cell count 20 µM,K1F lysis inhibition
CC(C)CN(C(=O)c1ccc(Br)o1)C1CCS(=O)(=O)C1 (stereo not given),-1.2%,-0.2,59,0.6%[50 µM]
CC(C)NC(=O)Nc1ccc2c(c1)C(=O)N([C@H](C)CO)C[C@H](C)[C@@H](CN(C)S(=O)(=O)c1ccccc1)O2,4.6%,-3.0,50,1.0%
C/C=C(/C)C(=O)O[C@@H]([C@H](O)c1cc2ccc(=O)oc2cc1OC)C(C)(C)O[C@@H]1O[C@H](CO)[C@@H](O)[C@H](O)[C@H]1O,6.0%,-2.3,44,3.6%
COc1cc(/C=C/C(=O)OCC(=O)NC(=O)NC2CCCCC2C)ccc1OC(F)F (stereo not given),6.2%,11.2,46,0.5%[50 µM]
C=CC[C@H](CC(=O)N[C@H](CO)Cc1ccccc1)C(=O)N[C@@H](COC(=O)[C@H](CC=C)CC(=O)OC(C)(C)C)Cc1c[nH]c2ccccc12,6.5%,14.0,61,-0.8%

The results go on:
Under each structure: Rac1 GTP hydrolysis	NTR1 ag	NTR1 ag cell count 20 µM	K1F lysis inhibition
> O=C(C[C@H]1C/C=C\CC[C@H](Cc2ccc(F)cc2)C(=O)OC[C@H]2CCCN2C1=O)N[C@@H](CO)Cc1ccccc1
    3.6%	-0.2	59	-0.4%
> O=C(Nc1nc(-c2cc(F)ccc2F)cs1)c1cccc(N2C(=O)CCC2=O)c1
    6.5%	3.7	63	0.8%[50 µM]
> OC[C@@H]1[C@@H](c2ccc(F)cc2)C(c2cccc(Cl)c2)=NN1c1ccccc1
    9.6%	15.1	63	0.0%
> CCOC(=O)/C=C1\CC(C(=O)OCC)Oc2ccccc21 (stereo not given)
    5.2%	-0.6	54	0.3%
> Cc1ccc(CN(C)CC(=O)Nc2ccccc2C(=O)NC2CC2)o1
    0.9%	1.1	47	0.5%[50 µM]
> Cc1ccc(NC(=O)COC(=O)Cc2ccc(Br)cc2)cc1S(=O)(=O)N1CCOCC1
    6.4%	1.9	63	-3.7%
> CCOc1ccc(CCNC(=O)COC(=O)c2ccc3c(c2)OCCO3)cc1OCC
    7.6%	1.3	42	1.0%[50 µM]
> Cc1cc(C(=O)CN2C(=O)c3ccccc3S2(=O)=O)c(C)n1C(C)C
    2.8%	-0.9	61	0.7%[50 µM]
> CCN1C(=O)[C@H]2[C@@H](c3ccc(-c4cccc(Cl)c4)c(OC)c3)N3CCC[C@@]3(C(=O)OC)[C@H]2C1=O
    8.3%	9.5	51	2.0%
> CC(=O)Nc1ccc(SCC(=O)Nc2ccc3c(c2)OCCO3)cc1
    9.6%	2.4	56	-2.2%
> Cc1nc(SCc2nc3ccc(Cl)cc3[nH]2)c2oc3ccccc3c2n1
    12.2%	6.8	55	3.7%
> CCC1Oc2ccccc2N(CC(=O)NCCCN2CCOCC2)C1=O (stereo not given)
    14.3%	-1.5	99	0.5%
> Cc1ccc(Nc2nc(N)nc(COC(=O)C3=COCCO3)n2)cc1
    1.3%	0.2	95	0.2%[50 µM]
> CC(NC(=O)COC(=O)C1=NN(c2ccccc2)C(=O)CC1)c1ccccc1 (stereo not given)
    2.5%	0.3	66	1.3%[50 µM]
> c1csc(CNc2ncnc3sccc23)c1
    8.8%	-0.4	76	0.3%
> CC(C)C(=O)N1CCN(c2ccccc2NC(=O)c2ccc(Br)o2)CC1
    -2.8%	4.1	61	-0.6%
> COC(=O)C1=C(CCc2ccccc2)NC(=O)NC1c1ccc(Cl)cc1 (stereo not given)
    10.0%	0.3	99	3.1%
> COc1cc(CCCN2CCNC[C@@H]2c2ccccc2)cc(OC)c1OC
    -4.7%	-0.7	53	0.4%
> O=C(COc1ccc2ccc(=O)oc2c1)Nc1cc([N+](=O)[O-])ccc1F
    3.3%	-0.2	51	0.4%[50 µM]
> CCOC(=O)C1=C(COC(=O)CCOc2ccc(C)cc2)NC(=O)NC1C (stereo not given)
    4.2%	-1.4	72	-0.2%[50 µM]
> CC1(C)CC(NC(=O)c2ccc(Cl)c(S(=O)(=O)N(Cc3ccccc3)c3ccccc3)c2)CC(C)(C)N1
    5.1%	39.6	58	-0.6%[50 µM]
> O=C(C[C@@H]1C/C=C/CC[C@H](Cc2ccc(F)cc2)C(=O)OCCNC1=O)N[C@H](CO)Cc1ccccc1
    12.1%	2.4	60	0.1%
> CCN(CC(=O)NC(=O)NCc1ccccc1)CC(=O)Nc1cc(Cl)ccc1C
    5.3%	3.4	53	-0.5%
> Cc1cc(C(=O)COC(=O)Cc2ccc(Br)cc2)c(C)n1C
    5.6%	3.0	60	0.6%[50 µM]
> CCn1c(SCC(=O)Nc2ccc(N3CCOCC3)cc2)nnc1-c1ccco1
    5.2%	-1.2	51	1.9%[50 µM]
> c1ccc(-c2nc(CSc3nnc(-c4cccs4)o3)cs2)cc1
    3.6%	2.7	79	1.3%
> O=C(c1ccc(-c2ccccc2Cl)o1)N1CCC1
    5.8%	2.6	44	2.3%[50 µM]
> Cc1ccc(S(=O)(=O)N2CCOCC2)cc1C(=O)OCC(=O)NC1CCCC(C)C1C (stereo not given)
    1.2%	0.0	46	0.5%[50 µM]
> OCC[C@H]1C[C@@H](O)[C@H](O)[C@@]2(Cc3ccccc3O2)O1
    3.1%	-3.6	87	0.6%
> Cc1ccc(/C=C/C(=O)OCC(=O)NCc2cccs2)o1
    2.1%	0.1	59	0.6%
> CCn1nc(C(=O)Nc2cc(Cl)ccc2-n2cncn2)c2ccccc2c1=O
    3.6%	2.5	69	1.2%[50 µM]
> COc1ccc(C(=O)C(=O)c2ccc(OCCO)cc2)cc1
    5.9%	7.6	83	-0.4%
> Cn1cc(S(=O)(=O)N2CCOCC2)cc1C(=O)O
    2.6%	0.7	61	1.5%
> COc1ccc(CCNC(=S)NC(=O)/C=C/c2ccc(C)cc2)cc1OC
    -0.2%	10.9	51	-0.9%
> COc1ccc(S(=O)(=O)N(C)C[C@H]2Oc3ccc(NC(=O)NC(C)C)cc3C(=O)N([C@H](C)CO)C[C@@H]2C)cc1
    0.7%	-2.6	47	0.5%
> CC(NC(=O)COC(=O)C12CC3CC(CC(Br)(C3)C1)C2)c1ccccc1 (stereo not given)
    2.5%	0.9	55	-3.3%
> O=C(CN1CCN(C(=O)c2ccccc2)CC1)Nc1cccc(S(=O)(=O)N2CCCC2)c1
    7.6%	0.1	75	0.5%[50 µM]
> CCOC(=O)C1CCN(S(=O)(=O)NC[C@H]2O[C@@H](n3cnc4c(N)ncnc43)[C@H](O)[C@@H]2O)C1 (stereo not given in full)
    3.3%	-0.2	61	0.3%
> Cc1cc(NC(=O)c2cc(-c3ccncc3)nc3ccccc23)ccc1Br
    -4.0%	6.1	78	-1.8%
> CCn1nc(C(=O)NNC(=O)c2ccc(OC(F)F)cc2)c2ccccc2c1=O
    7.7%	-1.4	60	0.8%[50 µM]
> CN(C)S(=O)(=O)c1ccc(N2CCCC2)c(C(=O)N2CCN(S(=O)(=O)c3ccccc3F)CC2)c1
    1.2%	0.0	52	1.4%[50 µM]
> O=C1CN(C(=O)COC(=O)CCS(=O)(=O)c2ccccc2Cl)c2ccccc2N1
    1.1%	-0.2	52	0.2%[50 µM]
> COc1ccccc1OCC(=O)NNC(=O)c1ccc(F)c(S(=O)(=O)N2CCOCC2)c1
    1.1%	-1.3	67	13.3%
> CCO[C@H]1OC(C(=O)NCc2nc3ccccc3[nH]2)=C[C@@H](c2ccc3c(c2)OCO3)[C@@H]1CCCO
    5.7%	5.3	89	-3.1%
> CC(C)[C@H](N)c1cn([C@@H](CC(N)=O)C(=O)N2CCNCC2)nn1
    6.0%	-0.6	59	3.9%
> Cc1cnc(C(=O)OC(C)C(=O)Nc2cccc3ccccc23)cn1 (stereo not given)
    -1.9%	-0.5	73	0.7%[50 µM]
> O=C1c2ccccc2CCc2ccc(Br)cc21
    7.3%	2.4	50	2.9%
> Cc1ccc2c(c1)C1CN(C)CCC1N2S(=O)(=O)c1cccc(F)c1 (stereo not given)
    2.3%	-3.9	46	0.8%[50 µM]
> CCCc1nc2c(s1)CCc1onc(-c3ccc(OC)cc3)c1-2
    9.2%	4.6	40	2.1%
> O=C(CN1C(=O)NC(c2ccccc2)(c2ccccc2)C1=O)NC1CCCCC1
    3.2%	-3.2	44	0.6%[50 µM]
> Cc1cc(NC(=O)CSCC(=O)OCC(=O)Nc2cc(C)c(C)cc2[N+](=O)[O-])no1
    10.2%	0.5	57	-0.2%[50 µM]
> Cc1ccc(S(=O)(=O)N2CCN(C(=O)COC(=O)c3ccccc3Cl)CC2)c(C)c1
    3.5%	-0.1	59	-0.1%[50 µM]
> Cc1sc2nnn(CC(=O)N3CCN(C(=O)c4ccco4)CC3)c(=O)c2c1C
    5.4%	-0.6	80	5.3%
> Cc1cccc(Nc2nnc(SCC(=O)NCC3CCCO3)s2)c1 (stereo not given)
    -1.6%	-1.5	77	0.0%
> C[N+](C)(C)CC(O)CC(=O)O (stereo not given)
    2.9%	-0.6	57	2.7%
> O=C(COC(=O)CNC(=O)c1ccccc1F)Nc1ccc2c(c1)OCO2
    4.8%	-1.7	78	1.1%[50 µM]
> COc1ccccc1-n1c(=O)c2c3c(sc2n2c(SC)nnc12)CCC3
    11.3%	0.0	34	0.5%
> O=C(COC(=O)/C=C/c1ccc(F)cc1)NCc1cccs1
    6.2%	5.6	58	0.7%[50 µM]
> Cc1ccc(CN2CC(=O)N3[C@H]4c5cc(Cl)ccc5OC[C@@H]4[C@H](c4ccccc4)[C@]3(C)C2=O)cc1
    9.1%	0.7	45	1.2%
> COc1cccc(CNC(=O)COC(=O)C2CCN(c3ccc(C(F)(F)F)cn3)CC2)c1
    3.5%	-0.4	50	1.1%[50 µM]

Next section.
Under each structure: Rac1 GTP hydrolysis	NTR1 ag	NTR1 ag cell count 20 µM	K1F lysis inhibition
> CCCCCN(C(=O)CCC(=O)OCC(=O)c1ccc(C(C)CC)cc1)c1c(N)n(CCCC)c(=O)[nH]c1=O (stereo not given)
    4.2%	4.5	84	0.5%[50 µM]
> COc1cc2nc(CN3CCN(S(=O)(=O)c4ccc(Br)cc4)CC3)[nH]c(=O)c2cc1OC
    0.7%	-1.5	60	0.4%[50 µM]
> Cc1ccc(CCN2CC(C(=O)NCc3cccnc3)CC2=O)cc1 (stereo not given)
    4.2%	-2.8	99	0.4%
> Cn1cccc1C(=O)OCC(=O)NCCc1ccccc1
    3.8%	-1.1	63	0.6%[50 µM]
> CCOc1ccc(S(=O)(=O)Nc2cccc(C(=O)NCC3(N4CCCCC4)CCCCC3)c2)cc1
    9.5%	1.4	66	1.0%[50 µM]
> C[C@H](OC(=O)NCc1ccc(C(F)(F)F)cc1)[C@@H]1O[C@@]2(C)CCC[C@@H]1O2
    2.8%	3.6	54	0.2%
